Assay outcomes: PubChem BioAssay, several laboratories
b-catenin transl: alters nuclear translocation of beta-catenin in HeLa cells. immunofluorescence imaging. nuclear translocation activity, % at 5 µM. 0.3% of 190,000 active. AID 1665;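 active = nuclear translocation activity above 50% at 5 µM, with a well cell count of 50 or more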;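 note: per-cell ratio of nuclear to cytoplasmic median beta-catenin stain intensity; plate controls were DMSO negative control for no effect and GSK-3 inhibitor IX positive control for full effect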
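assay system = human HeLa cells, endogenous beta-catenin | times = compound treatment 24 h, 37°C, 5% CO2 | detection = Anti-beta-catenin immunofluorescence on PFA-fixed, Triton-permeabilized cells, DAPI nuclei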
PMI inhibition: MPI inhibition at elevated mannose 6-phosphate – biochemical, fluorescence intensity, high mannose 6-phosphate, primary screen (AID 1220) | recombinant PMI enzyme, coupled fluorescence intensity; higher % means a stronger effect | one-dose inhibition, % at 20 µM; IC50 in µM for titrated hits | 0.66% of 190,000 active
WT yeast gro inh: growth inhibition of WT yeast, mitochondrial fusion screen; mitochondrial fusion phenotypic screen, WT strain; 2.1% of 190,000 active; inhibition, % at 10 µM; AID 1362; in the data active = inhibition above about 58%; tested in S. cerevisiae
Yfh1-depleted yeast: mitochondrial function rescue without frataxin homolog – Friedreich's ataxia, plus single-dose screen, dose response (AID 1465); S. cerevisiae Yfh1-off respiration, WST-1 reduction, 72 h; higher fold induction means a stronger effect; one-dose fold induction at 50 µM; EC50 in µM for titrated hits; 0.074% of 220,000 active;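 active = fold induction of absorbance versus untreated yeast above a set limit, then at least 30% activation at any dose in follow-up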;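 note: activators that raise dye reduction in frataxin-depleted yeast; strong numbers were not always called active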
Insulin prom up: MIN6 insulin promoter up-regulation | MIN6 insulin promoter-GFP reporter, high-content imaging; stronger effect = higher value | z-score at 5 µM | 0.3% of 190,000 active;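 active = z-score above 3 at 5 µM with at least 500 cells counted in the well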
Autophagy HCS: alters autophagy in cells. calls only at 10 µM (by protocol). 0.98% of 190,000 active. MEF GFP-LC3 puncta imaging; test concentration mostly 10 µM. AID 463193;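 active = percentage of spot-positive cells more than 3 SD above its plate mean, without a fluorescence outlier flag or 80% toxicity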;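 note: spot-positive cell cutoff set from DMSO-treated cells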
PMI inhibitors: MPI enzyme activity inhibition – biochemical, fluorescence intensity, coupled assay, primary screen (AID 1209). purified PMI enzyme, coupled fluorescence intensity; higher % means a stronger effect. inhibition, % at 20 µM, or IC50 in µM where a hit was titrated. 0.42% of 190,000 active;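 note: plate controls were DMSO vehicle for no effect and wells lacking substrate for full effect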
Dynein transport: blocks dynein driven cargo transport along microtubules. z-score, hits read low. AID 1381. 0.47% of 220,000 active. 3617.4 mouse cells, GR-EGFP nuclear translocation imaging; test concentration mostly 20 µM; stimulated with dexamethasone, 1 µM; stronger effect = lower value;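 active = plate z-score of nuclear minus cytoplasmic receptor signal below a set negative limit, without overly bright fluorescence or cell loss, cut at about -3.5 in these data, passing the limit was not always enough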;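 note: z-score of nuclear minus cytoplasmic ring GR-EGFP intensity difference per well; some compounds called inactive have numbers as strong as hits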
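Medium: Induction medium lacking tetracycline, stripped serum | Probe or stimulus: 1.0 µM final dexamethasone stimulus | Schedule: 48 h induction, then 1 h compound, then 30 min agonist, 37 °C | Signal: Automated 10x imaging of fixed Hoechst-stained cells | Evaluation: Per-cell GR-EGFP intensity, nucleus versus surrounding cytoplasmic ring, well-averaged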
MT stabilize HCS: microtubule stabilization, imaging screen. HeLa tubulin immunostaining HCS, 24 h; share of cells brighter than vehicle mean+2SD. % tubulin-high responders, % at 10 µM. 0.83% of 200,000 active. AID 2205;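 active = plate Z-score above 3 for both tubulin-high and condensed-nucleus cell shares, with cell loss under 80%, at 10 µM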;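 note: anti alpha tubulin signal scored within the nucleus-defined area of each cell; some results filed as inactive read as strong as hits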
WT yeast gro inh mutant strain: also measured in WT yeast gro inh; calls as there; inhibition, %; mitochondrial fusion phenotypic screen, mutant strain inhibition
Dynein transport cytoplasmic EGFP: second read-out of Dynein transport, no call of its own (marks repeat the call); z-score; measured here: cytoplasmic GR-EGFP intensity; stronger effect = higher value
Dynein transport nuclear GR-EGFP: further read-out of Dynein transport, marked with its call; z-score; measured here: nuclear GR-EGFP intensity;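 lower value marks the stronger effect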
Dynein transport cell count: second read-out of Dynein transport, no call of its own (marks repeat the call); z-score; measured here: cell count per field
Insulin prom up cell count: further read-out of Insulin prom up, marked with its call; cell count; measured here: cytotoxicity, nuclei count;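 total cells summed across four imaged fields per well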
b-catenin transl cell count 5 µM: second read-out of b-catenin transl, no call of its own (marks repeat the call); cell count; measured here: cell count, cytotoxicity flag
MT stabilize HCS Hoechst-high %: further read-out of MT stabilize HCS, marked with its call; % Hoechst-high responders; measured here: nuclear condensation Hoechst responders;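 share of cells brighter than vehicle mean plus two SD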
MT stabilize HCS cytotoxicity %: second read-out of MT stabilize HCS, no call of its own (marks repeat the call); toxicity, %; measured here: cytotoxicity by cell density;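 0% = mean cell density of plate MIN control wells and 100% = no cells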
Autophagy HCS cell loss 18 h: also measured in Autophagy HCS; calls as there; toxicity, %; measured here: cell loss, nuclei count;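 cell loss after 18 h compound exposure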
An asterisk follows results filed as active; i = inactive; . = not tested or not shown. Cut-off read from the data, not from the text of the source, unless noted: active = inhibition above about 50%; inactive = the rest.

SMILES	b-catenin transl	b-catenin transl cell count 5 µM	PMI inhibition	WT yeast gro inh	WT yeast gro inh mutant strain	Yfh1-depleted yeast	Insulin prom up	Insulin prom up cell count	Autophagy HCS	Autophagy HCS cell loss 18 h	PMI inhibitors	Dynein transport	Dynein transport cytoplasmic EGFP	Dynein transport nuclear GR-EGFP	Dynein transport cell count	MT stabilize HCS	MT stabilize HCS Hoechst-high %	MT stabilize HCS cytotoxicity %
CCn1cnc2c1c(=O)n(CC(=O)Nc1ccc(C(N)=O)cc1)c(=O)n2Cc1ccccc1	-0.8	1305	.	.	.	i	0.47	1023	.	.	.	-0.0844	-0.73	-0.245	-0.174	.	.	.
COc1cc(C(=O)N2CCC(NC(=O)C(Cc3ccc(C)cc3)NC(C)=O)CC2)cc(OC)c1OC (stereo unspecified)	-1.7	1084	2.3%	19.3	26.6	i	0.07	1631	i	8.4	5.6%	-1.62	-0.256	-0.267	1.19	2.8	0.7	16.9
O=C(c1cc(Cl)cc(Cl)c1)N1CCOCC1	.	.	12.8%	2.0	4.4	i	-0.07	1306	i	13.2	10.1%	0.969	-0.176	0.442	-0.0796	2.7	2.5	2.6
Cc1ccc(CNC(=O)/C=C/c2cccs2)cc1	1.1	564	-2.3%	-8.7	-15.6	i	-0.55	1257	i	14.3	1.2%	-0.0529	0.0201	0.683	0.305	3.1	2.7	5.2
C=CCn1c(=S)[nH]c2scc(-c3cccs3)c2c1=O	-0.2	1065	-1.3%	33.9	29.4	i	-0.33	1253	i	17.5	-5.6%	-0.771	-0.249	-0.446	0.287	3.6	2.1	6.4
Cc1cc(C(=O)OCC(=O)c2c(N)n(C)c(=O)n(C)c2=O)c(C)n1-c1ccccc1	-3.2	1064	8.8%	-26.1	1.1	i	0.87	529	i	11.2	18.8%	-1.58	-0.335	-0.53	0.661	4.3	1.7	3.9
CCc1cc2cc3c(cc2nc1SCC(=O)Nc1nnc(C)s1)OCCO3	-3.6	1296	10.3%	11.3	14.9	i	0.89	1875	i	-5.5	15.3%	0.595	-0.204	0.176	-0.374	2.0	1.5	3.8
Cc1cc(C(=O)CN2C(=O)NC3(CCCCC3)C2=O)c(C)n1Cc1ccc2c(c1)OCO2	-8.3	888	16.1%	5.9	-5.9	i	-1.11	1197	i	-13.4	-23.2%	-0.558	-0.125	0.115	0.1	6.3	3.6	7.9
CCCc1cc(=O)n2[nH]c(-c3ccc(Br)cc3)cc2n1	-3.0	1157	2.5%	-17.6	-8.0	i	0.23	1062	i	2.5	5.4%	-1.28	-0.235	-0.403	1.12	2.1	0.1	5.2
O=C(NCc1cccc(Cl)c1)c1cccnc1	-1.1	1241	5.0%	-7.9	6.7	i	2.11	1301	i	-4.6	13.1%	-0.352	-0.245	-0.151	1.15	3.6	2.5	6.0
CCOC(=O)N1CCN(C(=O)N2CCOCC2)CC1	0.8	1088	1.7%	10.8	13.7	i	-2.16	1320	i	6.6	4.4%	0.596	-0.238	0.185	-0.414	5.4	2.9	6.9
Fc1ccc(CSc2ccc3nnc(-c4cccs4)n3n2)cc1	-4.8	1128	8.0%	-8.3	0.1	i	-0.04	1584	i	17.8	-1.3%	-0.205	-0.296	-0.275	0.882	2.2	1.6	7.3
O=C(Cc1cccc2ccccc12)Nc1ccc(OC(F)F)c(Cl)c1	-0.1	967	10.0%	-1.0	-23.0	i	-0.06	1336	i	-1.1	7.5%	-0.302	-0.142	-0.363	0.389	2.8	4.6	5.5
CCOc1ccc(NC(=O)CS(=O)CC(=O)NC2CCCc3ccccc32)cc1 (stereo unspecified)	-2.8	887	5.8%	9.9	9.4	i	0.6	1212	i	-12.8	6.2%	2.52	-0.011	1.65	-1.96	4.8	2.5	10.1
CCC(=O)N1CCN=C1SCc1ccc(Cl)cc1	-0.8	1095	-0.4%	-6.2	12.8	i	-0.27	1237	i	-1.7	3.8%	-1.2	-0.223	-0.728	0.264	2.6	2.9	1.0

Looked up above:
CCOC(=O)N1CCN(C(=O)N2CCOCC2)CC1 in Dynein transport nuclear GR-EGFP → 0.185
CCCc1cc(=O)n2[nH]c(-c3ccc(Br)cc3)cc2n1 in PMI inhibition → 2.5%
CCOc1ccc(NC(=O)CS(=O)CC(=O)NC2CCCc3ccccc32)cc1 (stereo unspecified) in Insulin prom up → 0.6

The results go on:
SMILES	b-catenin transl	b-catenin transl cell count 5 µM	PMI inhibition	WT yeast gro inh	WT yeast gro inh mutant strain	Yfh1-depleted yeast	Insulin prom up	Insulin prom up cell count	Autophagy HCS	Autophagy HCS cell loss 18 h	PMI inhibitors	Dynein transport	Dynein transport cytoplasmic EGFP	Dynein transport nuclear GR-EGFP	Dynein transport cell count	MT stabilize HCS	MT stabilize HCS Hoechst-high %	MT stabilize HCS cytotoxicity %
CCC(C)n1c(=S)[nH]c2ccccc2c1=O (stereo unspecified)	-2.8	1061	13.3%	13.3	5.1	i	-0.03	1158	i	-3.8	9.8%	-1.33	0.638	-0.635	2.1	1.7	3.7	9.6
NNC(=O)c1ccc(-c2ccccc2F)cc1	-5.3	1146	.	.	.	i	-0.18	1475	.	.	.	-0.0437	-0.274	-0.295	0.308	.	.	.
Cc1c(C(=O)N2CCOCC2)sc(NC(=O)c2ccc3c(c2)OCO3)c1C#N	-6.6	1230	-0.1%	0.1	-7.5	i	-0.78	1246	i	-5.6	2.6%	1.22	-0.425	1.02	0.166	5.7	2.0	0.1
O=C(CCC(=O)OCc1cccc(C(=O)Oc2ccccc2)c1)Nc1cccc2ccccc12	-0.9	1087	15.4%	12.8	14.6	i	-0.24	1904	i	-1.4	11.7%	-0.28	-0.225	-0.667	0.877	0.9	1.9	7.2
COc1ccc2[nH]c3nc(SCC(=O)Nc4ccc5c(c4)OCO5)nnc3c2c1	.	.	2.0%	7.6	10.0	i	.	.	i	-9.9	7.4%	0.306	-0.0452	0.861	0.369	2.6	1.8	6.0
O=C(CSc1nncs1)NC(=O)Nc1ccc2c(c1)OCCO2	-2.2	1141	.	.	.	i	-0.18	1346	.	.	.	-0.975	-0.262	-0.324	0.308	.	.	.
CCOC(=O)N1CCC(NC(=O)c2ccc3c(Cl)c4c(nc3c2)CCCC4)CC1	-1.2	578	6.6%	0.4	-19.0	i	1.16	1089	i	2.6	2.6%	0.99	0.251	1.48	-1.53	5.1	2.3	12.2
NC(=S)NN=C1c2cc(S(=O)(=O)N3CCOCC3)ccc2-c2ccc(S(=O)(=O)N3CCOCC3)cc21	-0.2	883	11.1%	4.6	-1.3	i	0.42	1224	i	44.4	23.1%	-0.806	-0.197	-0.663	0.231	5.4	3.8	8.8
Nc1ccc2ncccc2c1N	0.1	737	49.6%	.	.	.	-0.15	1327	.	.	16.2%	.	.	.	.	.	.	.
O=c1c2ccccc2nc2ccc(NCc3cccs3)nn12	5.1	551	-5.7%	-2.0	2.3	i	.	.	i	-25.6	-6.0%	-0.838	-0.144	-0.372	0.369	1.4	1.4	9.7
Cc1ccc(-c2nc(CS(=O)(=O)CC(=O)N3CC(C)CC(C)C3)c(C)o2)cc1 (stereo unspecified)	0.5	1051	16.1%	28.4	7.4	i	-0.43	1740	i	5.3	17.8%	-0.314	-0.168	0.173	-0.304	3.6	1.7	5.7
Cc1ccc(N(C(=O)Cc2c[nH]c3ccccc23)C(C(=O)NC2CCCCC2)c2ccco2)cc1 (stereo unspecified)	-4.9	1105	11.0%	4.0	5.7	i	1.19	2042	i	6.8	12.0%	-0.497	-0.222	-0.392	0.94	3.9	2.3	7.2
CCOC(=O)Cn1c(=O)oc2cc(S(=O)(=O)NC3CCCc4ccccc43)ccc21 (stereo unspecified)	.	.	2.3%	4.6	-1.5	i	-1.23	916	i	1.8	6.8%	-1.05	-0.178	-0.598	0.0563	2.9	3.4	9.6
O=C(C(Cc1ccccc1)NS(=O)(=O)c1cccc2cccnc12)N1CCc2ccccc21 (stereo unspecified)	4.3	1116	7.4%	3.4	-13.4	i	-0.23	1085	i	6.1	4.0%	-1.39	-0.241	-0.778	0.737	1.7	5.2	3.0
CN1CC(=O)N(C)c2nc(Br)n(C)c2C1=O	-4.2	896	-8.6%	-15.0	-13.6	i	-0.96	1247	i	16.3	-6.5%	-0.29	-0.195	-0.00175	0.345	2.8	1.1	7.5
COc1ccc(OC)c(S(=O)(=O)NCCC(C)C)c1	1.6	1057	-9.4%	-6.1	-16.3	i	-0.95	1225	i	7.4	-13.6%	0.814	-0.204	0.489	-0.0476	3.8	2.7	8.5
c1cc2c3c(cccc3c1)NC1(CCCCC1)N2	-14.8	1280	-4.8%	6.4	-8.8	i	.	.	i	-1.2	2.1%	0.903	-0.226	0.519	0.245	3.1	2.0	1.8
CCc1cc(OCCOCCN(C)C)ccc1Cl	-2.9	529	-10.4%	8.1	14.6	i	0.22	1354	i	9.2	0.4%	1.85	-0.0823	2.07	-1.06	3.8	1.9	0.5
c1ccc(C2=Nc3c(ccc4ccccc34)C(c3ccncc3)=NN2)cc1	-0.2	1549	3.3%	53.8	39.9	i	-0.16	1440	i	19.9	8.1%	0.138	-0.372	-0.269	0.374	15.7	20.1	44.3
Cc1ccccc1OCC(=O)NCCC(=O)O	0.4	911	0.3%	8.6	2.4	i	0.17	1092	i	16.3	-3.7%	-0.206	-0.207	0.334	-0.338	7.4	2.0	8.9
Cc1cccc(Nc2nnc(SC3CCOC3=O)s2)c1C (stereo unspecified)	-2.5	1105	4.7%	-6.8	-12.8	i	0.25	1280	i	-6.4	3.8%	0.824	-0.243	0.757	-0.563	6.1	3.0	3.8
